LYP inhibition: inhibitors of LYP phosphatase, biochemical, fluorescence intensity, uHTS (AID 1779); Tyrosine-protein phosphatase non-receptor type 22 (Homo sapiens); inhibition, % at 11.5 µM; hits with a dose series show IC50 in µM; recombinant LYP phosphatase, fluorescence intensity; higher % means a stronger effect; 290,000 compounds, 0.054% hits;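 note: plate controls were vehicle with enzyme for no effect and no enzyme for full effect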
Myeloid diff MLP: induction of myeloid progenitor differentiation, primary screen, cell-based, flow cytometry, MLPCN library. ER-HoxA9 myeloid progenitors, lysozyme-GFP differentiation. calls only at 10 µM. 360,000 compounds, 1% hits;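 active = normalized GFP-positive differentiation at or above the plate's own cutoff, the solvent-only control mean plus 3 SD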;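 note: cells exposed to compound for four days before flow analysis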
human PMI inhibition: inhibitors of human PMI, primary screen, biochemical, fluorescence intensity, coupled assay (AID 1209); 190,000 compounds, 0.42% hits; purified PMI enzyme, coupled fluorescence intensity; higher % means a stronger effect; Mannose-6-phosphate isomerase (Homo sapiens); inhibition, % at 20 µM, or IC50 in µM where a hit was titrated;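 note: plate controls were DMSO vehicle for no effect and wells lacking substrate for full effect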
human PMI inhibitors: human PMI inhibitors, high substrate, primary screen, biochemical, fluorescence intensity, high mannose 6-phosphate (AID 1220); Mannose-6-phosphate isomerase (Homo sapiens); recombinant PMI enzyme, coupled fluorescence intensity; higher % means a stronger effect; inhibition, % at 20 µM, or IC50 in µM where a hit was titrated; 190,000 compounds, 0.66% hits
M1AAP inhibition: P. falciparum M1AAP inhibitors, biochemical, fluorogenic H-Leu-NHMec substrate, 1536-well (AID 1445) | Aminopeptidase N (Plasmodium falciparum (isolate 3D7)) | recombinant M1AAP, H-Leu-NHMec fluorogenic kinetic assay; higher % means a stronger effect | one-dose inhibition, % at 30 µM; IC50 in µM for titrated hits | 220,000 compounds, 0.42% hits;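 active = primary inhibition above the hit cutoff, then over 50% inhibition at one or more dose response concentrations, cut at about 23% in these data, passing the limit was not always enough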;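 note: plate controls were DMSO full reaction for no effect and no enzyme background for full effect; strong numbers were not always called active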
CSM14.1 death rescue: rescue of cells from ER stress-induced death, primary screen, 384-well, CSM14.1, thapsigargin, ATP luminescence (AID 1222) | 190,000 tested, under 10 active | CSM14.1 thapsigargin-induced death rescue, ATP luminescence; higher % means a stronger effect | cellular ATP content (survival), % at 20 µM, or EC50 in µM where a hit was titrated;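 active = EC50 below 50 µM in the dose-response confirmation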;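 note: death triggered by thapsigargin at about 15 µM added after 2 h compound pretreatment; cell ATP read after overnight thapsigargin exposure of roughly 18 to 22 hours; normalized against plate controls of thapsigargin alone and 5% DMSO vehicle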
M17LAP inhibition: P. falciparum M17LAP inhibitors, primary screen, biochemical, fluorogenic H-Leu-NHMec substrate, 1536-well (AID 1619); Leucine aminopeptidase (Plasmodium falciparum (isolate 3D7)); recombinant M17LAP, H-Leu-NHMec fluorogenic kinetic assay; higher % means a stronger effect; inhibition, % at 30 µM; hits with a dose series show IC50 in µM; 220,000 compounds, 0.38% hits;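 active = compound inhibiting the enzyme by more than half at any dose during confirmatory dose-response retesting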;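 note: plate controls were full reaction with DMSO carrier for no effect and no enzyme background for full effect; strong numbers were not always called active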
TNAP activation fold: human TNAP enzyme activators, primary screen, biochemical, luminescent, no phosphate acceptor, uHTS (AID 1001) | Alkaline phosphatase, tissue-nonspecific isozyme (Homo sapiens) | purified TNAP, luminescent activation assay, no phosphate acceptor; higher activation fold means a stronger effect | activation fold at 20 µM, or EC50 in µM where a hit was titrated | 200,000 compounds, 0.03% hits; in the data active = activation fold from about 3, or a potency from the dose series; inactive = the rest, 99 in 100 with activation fold below about 1.6; note: many of its hits are not listed in these tables
XIAP displacement: XIAP antagonists, biochemical, IAP family, fluorescence polarization (AID 1018); 200,000 compounds, 0.007% hits; one-dose displacement, % at 20 µM; IC50 in µM for titrated hits; XIAP BIR domain, fluorescence polarization peptide displacement; higher % means a stronger effect; E3 ubiquitin-protein ligase XIAP (Homo sapiens); in the data active = displacement above about 50%; note: a part of the inactive calls stands beside numbers as strong as those of hits
Myeloid diff MLP GFP+ MAC1+ %: also measured in Myeloid diff MLP; calls as there; GFP+ MAC1+ double positive, %; measured here: differentiation confirmed by MAC1 staining
Active calls of the source: *; i = inactive; x = not tested or not shown. Cut-off read from the data, not from the text of the source, unless noted: active = inhibition above about 50%; inactive = the rest. Not a hit list; 2.7% or so of the library scored in one or more.

Sequence of screens: LYP inhibition | Myeloid diff MLP | Myeloid diff MLP GFP+ MAC1+ % | human PMI inhibition | human PMI inhibitors | M1AAP inhibition | CSM14.1 death rescue | M17LAP inhibition | TNAP activation fold | XIAP displacement
- COc1ccc(N(C)S(=O)(=O)c2cccc(C(=O)NC3CCCCCC3)c2)cc1
  -3% | i | 0.0 | 6% | 10% | 0% | -0.3% | 0% | 1.1 | -12%
- Cc1cccc(OCCCn2ccnc2)c1
  18% | i | 0.9 | 10% | 12% | 3% | 0.8% | -4% | 1 | 5.1%
- CCc1ccc(NC(=O)C(NS(=O)(=O)c2cccc3nsnc23)c2ccccc2)cc1 (stereo not drawn)
  4% | i | 3.1 | 14% | 19% | 6% | 12% | 3% | 1.1 | -1.4%
- C/C(N)=C(/C#N)C(=O)CSc1nnc(C)n1-c1ccccc1
  -3% | i | 0.8 | -5% | 1% | 5% | 0.1% | -2% | 1 | -3.2%
- NC(=O)c1ccc(NC(=O)COC(=O)c2ccc3c(c2)OCCO3)cc1
  -6% | i | 0.7 | x | x | 2% | x | 9% | x | x
- COc1cc(/C=N\NC(=O)C2C(=O)NCC2c2ccccc2)cc(OC)c1O (stereo not drawn)
  -6% | i | 0.8 | 18% | 51%* | 5% | -2.2% | 2% | 1.2 | 1.8%
- Nc1nc(NC(=O)c2cccnc2)nn1-c1ccccc1
  -8% | x | x | 0% | -5% | -5% | -1.6% | -4% | 1.1 | -0.7%
- COc1cc(/C=C(\C#N)c2nc3c(s2)CCCC3)ccc1O
  -2% | x | x | 8% | -3% | 9% | 1.2% | 4% | 0.7 | -18%
- CCOC(=O)C1(Cc2cccc(OC)c2)CCN(Cc2ccccc2)CC1
  -7% | i | 0.3 | 6% | 2% | -1% | -2.1% | -1% | 1.1 | -5.4%
- N#Cc1c(N)n(CCNC(=O)c2ccccc2)c2nc3ccccc3nc12
  -17% | i | 0.3 | 14% | 25% | 13% | 0.5% | -61% | 1.1 | -7.4%
- O=C(CCl)NC(Cc1ccccc1)c1ccccc1 (stereo not drawn)
  -3% | i | 0.1 | -21% | -14% | 1% | -1.2% | 11% | 1.1 | -7.4%
- COc1ccc(/C=C\C(=O)NCc2ccc3[nH]c(C)cc3c2)cc1OC
  -6% | i | 1.0 | 6% | 2% | 2% | -0.4% | 9% | 1.1 | -5.5%
- CCN(CC)CC(O)COCCC12CC3CC(CC(C3)C1)C2 (stereo not drawn)
  -7% | i | 0.2 | -9% | -10% | 2% | -2.2% | 2% | 1 | -7.3%
- O=C(Nc1cccc2cccnc12)c1ccc2c(c1)OCCO2
  -6% | i | 0.9 | -11% | -18% | 3% | -1.0% | -1% | 1.2 | -4.0%
- Cc1cc(C)c(-c2c(O)c3cnn(-c4ccccc4)c3[nH]c2=O)c(C)c1
  -2% | i | 0.3 | 13% | 12% | 3% | -3.7% | 13% | 1.1 | -1.2%
- Cc1cccc(NC2=NCC(=O)N2Cc2ccccc2)c1
  0% | i | 1.7 | 1% | -31% | -3% | -0.2% | 1% | 1.1 | 1.8%
- CC(C)Cn1c(CN2CCN(c3ccccc3F)CC2)nc2c1c(=O)[nH]c(=O)n2C
  -6% | i | 3.2 | -12% | -12% | 0% | -2.3% | 1% | 1 | -7.6%
- CCN(Cc1cnn(C)c1)C(=O)CC1C(=O)NCCN1Cc1cccc(OC)c1OC (stereo not drawn)
  -2% | i | 0.1 | 5% | 8% | 3% | -0.2% | 3% | 1.1 | -3.7%
- C/C(=N\NC(=S)NCc1ccccc1)c1ccc(Cl)cc1
  1% | i | 0.4 | 17% | 11% | -2% | -4.3% | 10% | 1.2 | -4.6%
- c1ccc(C2[C@H]3CN(CC4CCCCC4)[C@H](c4ccccc4)C34CC2(c2cccnc2)C4)cc1 (stereo partly drawn)
  9% | i | 1.3 | x | x | 7% | x | -6% | x | x
- CC1(C)CC(=O)C2=C(C1)OC1=C(C(=O)CC(C)(C)C1)C2c1ccc(O)c([N+](=O)[O-])c1
  0% | i | 0.3 | -4% | 1% | 6% | -15% | 4% | 1 | -2.5%
- Cc1cc(Cl)ccc1OCCCC(=O)NCc1ccccn1
  -2% | i | 0.2 | -11% | -4% | 4% | 4.1% | -4% | 1.2 | 0.9%
- CCN(CC)c1ccc(/C=N/NC(=O)c2c(Cl)c(C)nn2C)cc1
  1% | i | 0.6 | 7% | 12% | 12% | -0.1% | 9% | 1.1 | -2.9%
- O=C(COc1ccc(S(=O)(=O)NC2CCCCC2)cc1Cl)N1CCN(c2ccccc2)CC1
  5% | i | 6.9 | 13% | 10% | 5% | -1.4% | -14% | 1.1 | -4.7%
- O=C(Nc1nc2ccccc2n1CCOc1ccccc1)c1ccco1
  4% | i | 1.2 | -24% | -20% | -1% | -1.1% | -1% | 1 | -2.1%
- Cn1ccnc1SCC(=O)NC12CC3CC(CC(C3)C1)C2
  -11% | i | 2.7 | -6% | -9% | -1% | 0.9% | 9% | 1.1 | -7.7%
- COc1cc(/C=N/n2cnnc2)ccc1OCc1ccc(C)cc1
  -7% | i | 0.6 | 10% | 5% | 6% | -1.8% | 19% | 1.1 | -7.6%
- O=C(O)c1cc(=O)cc(C(=O)O)[nH]1
  -1% | i | 11 | 18% | 10% | -19% | x | -8% | 1.1 | 0.7%
- COCCNC(=O)C(c1ccc(OC)cc1)N(C(=O)Cn1nnc2ccccc21)c1cccnc1 (stereo not drawn)
  -9% | i | 0.2 | x | x | 3% | -2.1% | -1% | 1 | -11%
- Oc1ccc(N=Nc2n[nH]c(-c3ccccc3)n2)cc1
  1% | i | 0.6 | 14% | 11% | 13% | -3.2% | 29% | 0.3 | -3.3%
- Cc1cc([N+](=O)[O-])c(C)cc1-c1ccc(/C=N/NC(=O)c2cccnc2)o1
  3% | i | 0.4 | 9% | 48% | 8% | -1.3% | -3% | 1.2 | 0.3%
- O=C(NCCN1CCN(c2ccccc2)CC1)C1CCN(S(=O)(=O)N2CCOCC2)CC1
  -7% | i | 0.4 | -8% | 1% | 4% | -1.2% | 4% | 1 | -2.2%
- Cc1ccc(CSc2nnc(CS(=O)Cc3ccc(Cl)cc3Cl)n2C)cc1 (stereo not drawn)
  1% | i | 6.0 | 12% | 18% | 2% | -4.1% | 2% | 1.1 | -3.8%
- C=CCn1c(Br)nc2c1c(=O)[nH]c(=O)n2C
  -1% | i | 1.2 | 7% | 11% | 8% | x | 1% | 1.1 | -3.8%
- Cc1cc(C)c(S(=O)(=O)N(CC(=O)O)CC(=O)O)c(C)c1
  -7% | i | 1.4 | -11% | -20% | -6% | 0.9% | 23% | 1 | -5.2%
- CCOc1ccc(C(CCc2ccccc2)NC(=O)c2ccccc2)cc1OCC (stereo not drawn)
  3% | i | 6.4 | 13% | 12% | 5% | 0.1% | 4% | 1.2 | -3.6%
- O=C(O)c1ccc(N/N=C/c2ccc(C(F)(F)F)cc2)cc1
  2% | i | 0.5 | -38% | -25% | 11% | 0.3% | 46µM* | 1 | -4.0%
- COC(=O)c1ccc(NC(=O)COC(=O)c2cccc3c(=O)c(C)c(-c4ccccc4)oc23)cc1
  0% | i | 0.7 | 16% | 11% | 13% | -0.5% | -2% | 1.1 | -3.0%
- O=C(Nc1ccc(F)cc1)NC1CCN(Cc2nnnn2Cc2ccco2)CC1
  -4% | i | 2.0 | -4% | 7% | 6% | -2.1% | 20% | 1.1 | -1.2%
- O=C(COc1ccccc1Cl)N(Cc1ccco1)C1CCS(=O)(=O)C1 (stereo not drawn)
  -10% | i | 9.7 | -7% | 2% | 10% | 4.4% | -2% | 1.1 | -4.1%

An excerpt taken from the entries so far, as a working copy:
Sequence of screens: LYP inhibition | Myeloid diff MLP | Myeloid diff MLP GFP+ MAC1+ % | human PMI inhibition | human PMI inhibitors | M1AAP inhibition | CSM14.1 death rescue | M17LAP inhibition | TNAP activation fold | XIAP displacement
- C=CCn1c(Br)nc2c1c(=O)[nH]c(=O)n2C
  -1% | i | 1.2 | 7% | 11% | 8% | x | 1% | 1.1 | -3.8%
- Cc1cc(C)c(S(=O)(=O)N(CC(=O)O)CC(=O)O)c(C)c1
  -7% | i | 1.4 | -11% | -20% | -6% | 0.9% | 23% | 1 | -5.2%

Continued:
Sequence of screens: LYP inhibition | Myeloid diff MLP | Myeloid diff MLP GFP+ MAC1+ % | human PMI inhibition | human PMI inhibitors | M1AAP inhibition | CSM14.1 death rescue | M17LAP inhibition | TNAP activation fold | XIAP displacement
- CCN(CC)CCN1C(=O)C(=O)/C(=C(/O)c2cnn(-c3ccccc3)c2C)C1c1ccc(C)o1 (stereo not drawn)
  -2% | i | 0.6 | 4% | 19% | 1% | -0.7% | 11% | 1.1 | -24%
- CCc1c(C)[nH]n(-c2nc(-c3cccc([N+](=O)[O-])c3)cs2)c1=O
  5% | i | 0.7 | -11% | -5% | 6% | -2.2% | 3% | 1.1 | -12%
- C/C(=N\N1CCN(Cc2ccccc2Cl)CC1)c1ccc(F)cc1
  -7% | i | 0.6 | x | x | 2% | x | -3% | x | x
- O=c1c2cc([N+](=O)[O-])ccc2nc(CN2CCN(c3ccccn3)CC2)n1-c1ccccc1F
  2% | i | 0.2 | -1% | 1% | 8% | -2.2% | 7% | 1 | -9.5%
- Cn1c(SCC(=O)N2c3ccccc3CCc3ccccc32)nnc1-c1cc2ccccc2cc1O
  10% | i | 1.3 | 7% | 1% | 6% | -2.4% | 0% | 1.2 | -3.5%
- CC(C)NC(=O)c1onc(CSc2cccc(F)c2)c1C(=O)O
  -7% | i | 1.2 | -1% | -4% | -7% | 4.9% | 16% | 1.1 | -3.8%
- Cc1cccc(C)c1N1C(=O)C2ON(c3ccccc3)C(c3ccncc3)C2C1=O (stereo not drawn)
  -8% | i | 3.2 | 8% | 4% | -12% | -0.3% | -14% | 1.1 | -12%
- COc1ccc(OC)c(C(O)c2coc3ccc(O)c(CN(C)C)c23)c1 (stereo not drawn)
  -8% | i | 0.7 | 6% | 2% | 4% | 0.3% | 11% | 1 | -5.4%
- O=C(C1CC1)N1CCN=C1SCc1ccccc1Cl
  -7% | i | 0.8 | 11% | 13% | 10% | 1.0% | -3% | 1.1 | -4.6%
- CCOc1cc2[nH]c(=O)n(Cc3ccc(C(=O)NCCCN4CCCC4=O)cc3)c(=O)c2cc1OCC
  -3% | i | 0.7 | 10% | 2% | 10% | 8.3% | -2% | 1.1 | -2.4%
- Cc1cccc(NC(=O)N2CCC(n3nnc4cc(C)ccc43)CC2)c1
  -5% | i | 0.4 | 12% | 13% | -1% | 4.6% | -7% | 1.1 | -1.5%
- CN(C)c1nc(C#N)nc(N2CCOCC2)n1
  -4% | i | 0.7 | 9% | 7% | -1% | 0.1% | -5% | 1.1 | -3.6%
- CC(C)C(=O)N1CCN(c2ccc(NC(=O)c3ccc4c(c3)OCCO4)cc2Cl)CC1
  1% | i | 1.8 | 4% | -1% | 2% | -1.0% | 8% | 1 | -7.3%

Assay outcomes (PubChem)
